Screening data: PubChem, National Center for Advancing Translational Sciences (NCATS)
Cycloheximide cs: Cycloheximide Counterscreen for Small Molecule Inhibitors of Shiga Toxin; max response, %; cell reporter, cycloheximide protein synthesis inhibition counterscreen; actives 12% (n = 300,000); in the data active means max response mostly above about 13%, no sharp cut-off; inactive means mostly below about 14%; further: read at 38.3 µM for the half of the compounds with a filed dose; 0% is about no effect
Pf growth 48h: Primary qHTS for delayed death inhibitors of the malarial parasite plastid, 48 hour incubation. actives 5.9% (n = 310,000). Potency, µM (series often up to 28.7 µM), inactives show at the highest dose activity change, negative = inhibition, hits mostly inhibitors. P. falciparum luciferase growth in erythrocytes, 48 h; further: potency means the concentration at half of the fitted maximal effect; on the % scale 0 is the no-effect control and ±100 the full control effect
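Compounds are pin-transferred into medium, infected erythrocytes (2% hematocrit, 0.1% parasitemia final) are added, and plates sit one parasite generation at 37 C in 5% CO2. Detection reagent is then added and luminescence measured.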
Shiga toxin inh: A qHTS for Small Molecule Inhibitors of Shiga Toxin; Vero cells, Shiga toxin protein synthesis inhibition reporter; inhibition, % at 38.7 µM; actives 9.2% (n = 290,000); in the data active means inhibition mostly above about 28%, no sharp cut-off; inactive means mostly below about 43%; further: 0% is about no effect
TbPYK inhibitor: qHTS of Trypanosoma Brucei Inhibitors. TbPYK enzyme, Kinase-Glo Plus ATP luminescence, 45 min. Potency, µM (titrated, usually from 76.8 µM), for inactives: at the highest dose activity, negative = inhibition, most hits filed as inhibitors. actives 0.12% (n = 410,000). AID 624173, 2012; further: potency means the concentration at half of the fitted maximal effect; on the % scale 0 is the no-effect control and ±100 the full control effect; nearly all actives have a fitted effect of over 50% in size
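Enzyme and substrate buffer are dispensed first and compound is pin-transferred. ADP at 130 uM final then starts the reaction, which runs 45 min at room temperature. Detection reagent is added for 10 min before luminescence is imaged.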
LmPK inh: qHTS Assay for Inhibitors of Leishmania Mexicana Pyruvate Kinase (LmPK); Q27686; purified LmPK, Kinase-Glo ATP luminescence, 1 h; Potency, µM (highest dose often 57.5 µM), without a hit: top-dose activity change, negative = inhibition, usual class: inhibitors; actives 0.37% (n = 290,000); further: potency means the concentration at half of the fitted maximal effect; on the % scale 0 is the no-effect control and ±100 the full control effect
Target sequence (Q27686 whole entry, looked up): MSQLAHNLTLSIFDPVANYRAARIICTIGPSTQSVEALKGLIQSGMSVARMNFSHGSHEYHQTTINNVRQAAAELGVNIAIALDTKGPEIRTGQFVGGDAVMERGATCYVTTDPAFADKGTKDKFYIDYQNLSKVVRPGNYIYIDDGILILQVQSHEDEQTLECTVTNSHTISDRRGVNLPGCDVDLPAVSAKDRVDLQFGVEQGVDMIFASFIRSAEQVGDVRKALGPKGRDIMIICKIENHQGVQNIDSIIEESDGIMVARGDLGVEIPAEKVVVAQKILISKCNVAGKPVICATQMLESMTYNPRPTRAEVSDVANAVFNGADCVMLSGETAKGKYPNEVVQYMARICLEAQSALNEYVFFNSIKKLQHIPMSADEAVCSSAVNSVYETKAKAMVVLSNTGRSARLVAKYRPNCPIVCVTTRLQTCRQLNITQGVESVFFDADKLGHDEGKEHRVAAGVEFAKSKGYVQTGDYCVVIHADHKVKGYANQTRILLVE
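Kinase-Glo luminescence read after 1 h RT reaction of 0.1 nM LmPK with 0.5 mM PEP and 0.1 mM ADP. Activity scaled between uninhibited and enzyme-free controls.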
HCV inh: qHTS Assay for Inhibitors of Hepatitis C Virus (HCV) | Huh7.5.1 HCVcc-Cre infection, luciferase reporter, 44 h | Potency, µM (titrated, usually from 41.8 µM), for the others: at the highest dose activity change, negative = inhibition, actives largely listed as inhibitors | AID 651820, 2012 | actives 3.4% (n = 340,000); further: potency means the concentration at half of the fitted maximal effect; on the % scale 0 is the no-effect control and ±100 the full control effect
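Luciferase read-out (15 sec integration) after a 15 min room-temperature substrate step quantifies HCVcc-Cre infection. Cells, 1,000 per well, had compound added 4 h post-plating, then virus at ~0.5 moi, and were cultured 44 h.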
Pf growth 96h: Primary qHTS for delayed death inhibitors of the malarial parasite plastid, 96 hour incubation; P. falciparum luciferase reporter growth, 96 h; Potency, µM (top dose mostly 28.7 µM), without a hit: at the highest dose activity change, negative = inhibition, actives largely listed as inhibitors; actives 6.9% (n = 320,000); AID 504834, 2011; further: potency means the concentration at half of the fitted maximal effect; on the % scale 0 is the no-effect control and ±100 the full control effect
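Luminescence readout: decreased luciferase signal marks inhibited growth of reporter-expressing P. falciparum in infected red cells (2% hematocrit, 0.05% parasitemia final), exposed to compound two generations (96 h, 37 C, 5% CO2).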
* = called active by the depositor; & = joins results of further samples; [ ] = another dose, or the depositor's remark. Unless noted, the call rests on the fitted dose curve; in most records, active means well fitted curve in the direction sought with a large enough effect; inconclusive means small, poorly fitted or top-dose-only effect, or another doubt; inactive means no such curve, though single readings can be large; an effect the other way counts as inactive or inconclusive.

c1csc(-c2nnc(-c3ccc(N4CCOCC4)cc3)o2)c1 was read as Cycloheximide cs 47*, Pf growth 48h 19%, Shiga toxin inh 63*, TbPYK inhibitor -7%, LmPK inh -9%, HCV inh -14% and Pf growth 96h -32%.
Screening Cc1c(C)c2ccc(Oc3ccc([N+](=O)[O-])cc3C(F)(F)F)c(C)c2oc1=O returned Cycloheximide cs -4, Pf growth 48h inconclusive, Shiga toxin inh -11, TbPYK inhibitor -7%, LmPK inh 8%, HCV inh 12% and Pf growth 96h -9%.
For Cc1ccc(CNC(=O)C2CCCN(S(=O)(=O)c3c(C)n[nH]c3C)C2)cc1 (configuration not stated) the results were Cycloheximide cs -4, Shiga toxin inh -7, TbPYK inhibitor 1%, LmPK inh 2%, HCV inh 13% and Pf growth 96h -24%.
`COc1cc(-c2nc3oc4ccccc4c(=O)c3c(=O)n2Cc2ccco2)cc(OC)c1OC` gave Cycloheximide cs 22*, Pf growth 48h inconclusive, Shiga toxin inh 40*, TbPYK inhibitor 0%, LmPK inh 8%, HCV inh -16% and Pf growth 96h inconclusive.
`Cc1cc(OCCN2CCOCC2)nc2ccccc12` gave Cycloheximide cs 25, Pf growth 48h 62%[activator], Shiga toxin inh 42, TbPYK inhibitor -1%, LmPK inh -8%, HCV inh -11% and Pf growth 96h 61%[activator][5.75 µM].
O=C(CN(Cc1ccccc1Cl)C(=O)CCC(=O)Nc1nccs1)NCC1CCCO1 (configuration not stated) was read as Cycloheximide cs -4, Pf growth 48h 7%, Shiga toxin inh -6, TbPYK inhibitor -2%, LmPK inh -1%, HCV inh 3% and Pf growth 96h inconclusive.
`Cc1cccc(S(=O)(=O)c2c(N)n(Cc3ccco3)c3nc4ccccc4nc23)c1` gave Cycloheximide cs -7, Pf growth 48h 8.3µM*, Shiga toxin inh -10, TbPYK inhibitor -10%, LmPK inh -3%, HCV inh -10% and Pf growth 96h -16%.
Screening CCOC(=O)c1ccc(NC(=O)CCNS(=O)(=O)c2cccs2)cc1 returned Cycloheximide cs 2, Pf growth 48h -2%, Shiga toxin inh -1, TbPYK inhibitor -1%, LmPK inh -1%, HCV inh -21% and Pf growth 96h 14%.
Screening Cc1cc(C)cc(NC(=O)C2CC3CCC2C3)c1 (configuration not stated) returned Cycloheximide cs 1, Pf growth 48h 3%, Shiga toxin inh -5, TbPYK inhibitor 0%, LmPK inh 7%, HCV inh 0% and Pf growth 96h inconclusive.
For Cc1c(Cl)cccc1NC(=O)CNC(=O)CCCc1nc2ccccc2c(=O)[nH]1 the results were Pf growth 48h 0%, TbPYK inhibitor -2%, HCV inh 11% and Pf growth 96h -1%.
Screening CCN1CCN(c2ccc(S(=O)(=O)N3CCCCC3)cc2NC(=O)Cc2ccc(OC)cc2)CC1 returned Cycloheximide cs 7, Pf growth 48h 9.3µM*, Shiga toxin inh 10, TbPYK inhibitor -10%, LmPK inh -1%, HCV inh -2% and Pf growth 96h 5.9µM*.
For CCn1nc(C)c(Br)c1-c1nc(CS(=O)(=O)c2ccsc2)no1 the results were Cycloheximide cs 28*, Pf growth 48h 25%, Shiga toxin inh 26, TbPYK inhibitor -1%, LmPK inh 4%, HCV inh -29% and Pf growth 96h 50%[activator].

An excerpt from above in order of number of heavy atoms, highest first:
Screening Cc1c(C)c2ccc(Oc3ccc([N+](=O)[O-])cc3C(F)(F)F)c(C)c2oc1=O returned Cycloheximide cs -4, Pf growth 48h inconclusive, Shiga toxin inh -11, TbPYK inhibitor -7%, LmPK inh 8%, HCV inh 12% and Pf growth 96h -9%.
For Cc1ccc(CNC(=O)C2CCCN(S(=O)(=O)c3c(C)n[nH]c3C)C2)cc1 (configuration not stated) the results were Cycloheximide cs -4, Shiga toxin inh -7, TbPYK inhibitor 1%, LmPK inh 2%, HCV inh 13% and Pf growth 96h -24%.
Screening CCOC(=O)c1ccc(NC(=O)CCNS(=O)(=O)c2cccs2)cc1 returned Cycloheximide cs 2, Pf growth 48h -2%, Shiga toxin inh -1, TbPYK inhibitor -1%, LmPK inh -1%, HCV inh -21% and Pf growth 96h 14%.
`Cc1cc(OCCN2CCOCC2)nc2ccccc12` gave Cycloheximide cs 25, Pf growth 48h 62%[activator], Shiga toxin inh 42, TbPYK inhibitor -1%, LmPK inh -8%, HCV inh -11% and Pf growth 96h 61%[activator][5.75 µM].
Screening Cc1cc(C)cc(NC(=O)C2CC3CCC2C3)c1 (configuration not stated) returned Cycloheximide cs 1, Pf growth 48h 3%, Shiga toxin inh -5, TbPYK inhibitor 0%, LmPK inh 7%, HCV inh 0% and Pf growth 96h inconclusive.

(next part)
`O=C1COc2ccc(C(=O)COC(=O)c3cnc(Cl)c(Cl)c3)cc2N1` gave Cycloheximide cs -3, Pf growth 48h -6%, Shiga toxin inh -6, TbPYK inhibitor 1%, LmPK inh 2%, HCV inh 23% and Pf growth 96h 36%[activator].
`Cc1cc(/C=C(\C#N)C(=O)NCc2cccs2)c(C)[nH]1` gave Cycloheximide cs 16*, Pf growth 48h -24%, Shiga toxin inh 67, TbPYK inhibitor 4%, LmPK inh 2%, HCV inh inconclusive and Pf growth 96h -3%.
For COc1ccc(CCC(=O)NCc2cccc(C(F)(F)F)c2)cc1 the results were Cycloheximide cs -2, Pf growth 48h -6%, Shiga toxin inh -3, TbPYK inhibitor 2%, LmPK inh -4%, HCV inh -8% and Pf growth 96h 31%[activator].
For Cc1nonc1CN(C)C(=O)c1ccc(OC2CCN(C(=O)c3cccnc3)CC2)cc1 the results were Cycloheximide cs -3, Pf growth 48h 39%[activator], Shiga toxin inh -4, TbPYK inhibitor 4%, LmPK inh -1%, HCV inh 1% and Pf growth 96h -33%.
`COCCN(CC(=O)NCC1CCCO1)C(=O)CCC(=O)Nc1ccccn1` (configuration not stated) gave Cycloheximide cs -3, Pf growth 48h -7%, Shiga toxin inh -2, TbPYK inhibitor -23%, LmPK inh 1%, HCV inh -4% and Pf growth 96h 25%.
`CCOc1ccc(NC(=O)CSc2nnc(Cn3cnc4ccccc43)n2C)cc1` gave Cycloheximide cs 1, Pf growth 48h -21%, Shiga toxin inh 10, TbPYK inhibitor -9%, LmPK inh 1%, HCV inh -10% and Pf growth 96h 2.3µM*.
For O=C(Nc1cc2c3c(c1)CC(=O)N3CCC2)c1ccc(Br)o1 the results were Pf growth 48h inconclusive, TbPYK inhibitor -6%, HCV inh inconclusive and Pf growth 96h inconclusive.
Screening CCC(C(=O)O)N1C(=O)/C(=C/C(C)=C/c2ccccc2)SC1=S (configuration not stated) returned Cycloheximide cs 1, Pf growth 48h -10%, Shiga toxin inh 8, TbPYK inhibitor -3%, LmPK inh 2%, HCV inh 33%[activator] and Pf growth 96h 0%.
`CCOC(=O)Nc1c(C(=O)OC)[nH]c2cc(OC)ccc12` gave Cycloheximide cs 5, Pf growth 48h 14%, Shiga toxin inh -7, TbPYK inhibitor 4%, LmPK inh 0%, HCV inh 25µM* and Pf growth 96h inconclusive.
For O=C(NCCN1CCOCC1)C(=O)NCc1ccc2c(c1)OCO2 the results were Cycloheximide cs 1, Pf growth 48h 37%[activator], Shiga toxin inh -24, TbPYK inhibitor 17%, LmPK inh -8%, HCV inh 3% and Pf growth 96h 37%[activator].
For C=CCn1c(C(C)C)nc2ccccc21 the results were Cycloheximide cs -7, Pf growth 48h -4%, Shiga toxin inh -10, TbPYK inhibitor 5%, LmPK inh -3%, HCV inh -6% and Pf growth 96h 11%.
For Cc1onc(-c2c(Cl)cccc2Cl)c1C(=O)NC(=S)Nc1sc2c(c1C(N)=O)CCC(C)C2 (configuration not stated) the results were Cycloheximide cs -2, Pf growth 48h 4%, Shiga toxin inh 16, TbPYK inhibitor -8%, LmPK inh 4%, HCV inh -5% and Pf growth 96h 26%.
For CCOCCCNC(=O)c1ccc2c(c1)ncn2-c1ccc(CC)cc1 the results were Cycloheximide cs 32, Pf growth 48h inconclusive, Shiga toxin inh 87, TbPYK inhibitor -7%, LmPK inh 1%, HCV inh -11% and Pf growth 96h 17%.
For Cc1ccc(C(=O)O)cc1NC(=O)Nc1cccc2ccccc12 the results were Cycloheximide cs -3, Pf growth 48h 33%[activator], Shiga toxin inh -8, TbPYK inhibitor -9%, LmPK inh 0%, HCV inh 15% and Pf growth 96h 2.6µM*.
Screening COc1cccc(CNC(=O)CCS(=O)(=O)c2ccc3c(c2)oc(=O)n3C)c1 returned Cycloheximide cs -3, Pf growth 48h -25%, Shiga toxin inh -6, TbPYK inhibitor 0%&-10%, LmPK inh 1%, HCV inh 16% and Pf growth 96h 27%.
`CN1C(=O)C(C)(C)c2cc(S(=O)(=O)N3CCN(c4ccccc4F)CC3)ccc21` gave Cycloheximide cs 2, Pf growth 48h -13%, Shiga toxin inh 2, TbPYK inhibitor -4%, LmPK inh -2%, HCV inh 16% and Pf growth 96h 3%.
Screening COCCNc1cc(C)nc2c(-c3ccccc3OC)c(C)nn12 returned Cycloheximide cs -1, Pf growth 48h -2%, Shiga toxin inh -11, TbPYK inhibitor -12%, LmPK inh -2%, HCV inh inconclusive and Pf growth 96h 2.3µM*.
CC(=O)N1N=C(c2ccc(C)cc2)OC1c1ccc(C)cc1 (configuration not stated) was read as Cycloheximide cs 22*, Shiga toxin inh 23, TbPYK inhibitor -8%, LmPK inh 6%, HCV inh 14% and Pf growth 96h 69%[activator].
Screening O=C(Nc1nc(-c2ccccc2)cs1)c1cccc(S(=O)(=O)N2CCN(Cc3ccccc3)CC2)c1 returned Cycloheximide cs -3, Shiga toxin inh -4, TbPYK inhibitor 1%, LmPK inh 8%, HCV inh inconclusive and Pf growth 96h inconclusive.
For Cc1ccc(C2C(C(=O)c3cc4ccccc4o3)=C(O)C(=O)N2c2cc(C)on2)cc1 (configuration not stated) the results were Cycloheximide cs 2, Pf growth 48h inconclusive, Shiga toxin inh -1, TbPYK inhibitor -14%, LmPK inh 12%, HCV inh 3% and Pf growth 96h -16%.
For O=C(Nc1cc(Br)ccc1O)c1cc(-c2ccco2)on1 the results were Cycloheximide cs 19, Pf growth 48h inconclusive, Shiga toxin inh 59*, TbPYK inhibitor -4%, LmPK inh -7%, HCV inh -19% and Pf growth 96h 218%[activator].
CCCCc1ccc(NC(=O)CSCc2cc(=O)[nH][nH]2)cc1 was read as Cycloheximide cs -1, Pf growth 48h -15%, Shiga toxin inh 20, TbPYK inhibitor 0%, LmPK inh -1% and HCV inh inconclusive.
`CC(C)c1ccc(C(=O)NCc2ccc(Cl)cc2)cc1` gave Cycloheximide cs 74*, Pf growth 48h 44%[activator], Shiga toxin inh 141*, TbPYK inhibitor -14%, LmPK inh -2%, HCV inh -28% and Pf growth 96h 0%.
CNC(=S)N(CCc1c(C)[nH]c2ccc(Cl)cc12)Cc1cccnc1 was read as Cycloheximide cs 6, Pf growth 48h inconclusive, Shiga toxin inh 27, TbPYK inhibitor 0%, LmPK inh 0%, HCV inh inconclusive and Pf growth 96h inconclusive.
